miR122 inh – miR-122 Renilla sensor signal increase in Huh7, primary screen, miR-122 inhibitor project, cell-based, single point, plate reader | Huh7 miR-122 Renilla luciferase sensor, 48 h; neutral wells = 0, positive control = 100 | activation (reporter increase), % at 12.5 µM | 340,000 tested, 0.3% active | AID 602342, 2012;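 active means mean replicate activation score at least 90 and every replicate individually at or above 90; inconclusive means only one of the two criteria met; inactive means neither criterion met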;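 further: higher luciferase means less miR-122 activity so hits act as miR-122 inhibitors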
PGC1a acetyl inh – inhibitors of PGC1a acetylation signal, primary screen, cell-based, U2OS, AlphaScreen, inhibitor mode; 350,000 tested, 0.17% active; AlphaScreen anti-acetyl-lysine; with virally co-expressed GCN5 acetyltransferase; AID 651687, 2012; inhibition, % at 15.6 µM;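 active means every replicate shows inhibition of at least 40%; inconclusive means mean inhibition at least 40% but some replicate below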;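 further: 0% = neutral control wells and 100% = positive control wells; some results beyond the cut were filed as inactive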
Cneo AK release – Cryptococcus neoformans cell lysis inducers, primary screen, AK release luminescence, single concentration. C. neoformans lysis, adenylate kinase release luminescence, 4 h; normalised: neutral wells 0, clomiphene wells 100. lysis activity, % at 15 µM. 360,000 tested, 0.2% active;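 active means mean lysis activity across replicates of at least 80%, whatever share of replicates individually reach that level; inactive means mean lysis activity below 80%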
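Assay system: log-phase C. neoformans yeast / Quantity: yeast cell density of 5 × 10^6 cells/mL / Medium: fresh YPD growth medium / Compound: single dose / Timing: static 4 h at 37 °C with compound, 1 h detection / Measured by: adenylate kinase release luminescence / Read-out: lysis from increased AK signal / Benchmarks: Clomiphene as positive lysis control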
Starred values were filed as active, the others as inactive; ? = inconclusive. A portion of the library; rates above refer to the full screens.

SMILES	miR122 inh	PGC1a acetyl inh	Cneo AK release
COc1ccc(C(=O)Nc2ccc(Cl)cc2C(=O)N2CCCC(C)C2)cc1 (stereo not drawn)	12	-6	0
Fc1ccccc1N1CCN(C(c2cccs2)c2nnnn2CCc2ccccc2)CC1 (stereo not drawn)	26	-24	1
O=C(NCc1ccncc1)c1cccc(F)c1	0	0	2
Cc1ccc(N2C(=O)CC(Sc3ncn[nH]3)C2=O)cc1 (stereo not drawn)	-1	2	1
c1ccc(-c2ccccc2-c2nc(-c3cccnc3)no2)cc1	0	-3	2
Clc1ccc(-c2cc(CSc3ccccc3)on2)cc1	27	-2	-6
Cc1cc(NC(=O)CN2C(=O)NC(C)(c3ccc(OC(F)F)cc3)C2=O)no1 (stereo not drawn)	-5	9	0
COc1ccccc1N(CC(=O)NC1CCCCC1)C(=O)c1csnn1	-2	10	4
COc1ccc(NC2CC(=O)N(CCc3ccccc3)C2=O)cc1 (stereo not drawn)	-7	19	0
Cn1cc(Br)cc2nc(C(F)(F)F)nc1-2	1	-1	0
CC(=O)c1c(C)nc2ccccc2c1N	2	-17	1
CCn1c(SCC(=O)Nc2nc3ccc(C)cc3s2)nc2c(c1=O)SC(C)C2 (stereo not drawn)	-3	-2	2
CCN(CC)CCCN(C(=O)c1cccs1)c1nc(-c2ccc(OC)cc2)cs1	-20	-3	0
CC(=O)N1CCc2cc(S(=O)(=O)CCC(=O)N3CCN(C(=O)c4ccco4)CC3)ccc21	15	-10	2
CCOC(=O)c1cccc(NC(=O)c2cccs2)c1	0	4	-1
FC(F)(F)c1cccc(N2CCN(CC3CC=CCC3)CC2)c1 (stereo not drawn)	8	-8	11
CCN(CC)CCn1c2ccccc2c2nc(C)sc21	0	-21	1
CCOc1ccc(NC(=O)CC2NCCNC2=O)cc1 (stereo not drawn)	-1	-8	-2
CC1CC(=O)c2cnc(Nc3cccc(C(F)(F)F)c3)nc2C1 (stereo not drawn)	0	-34	-1
O=C(O)C1Cc2ccccc2CN1S(=O)(=O)c1ccc2ccccc2c1 (stereo not drawn)	-4	-3	1
CCC(=O)Nc1nc2nc(C)cc(=O)n2[nH]1	1	4	3
CCOC(=O)N=S(=O)(Oc1ccc([N+](=O)[O-])cc1)c1ccccc1 (stereo not drawn)	-3	-10	2
N/C(=N\OS(=O)(=O)c1ccc2ccccc2c1)c1ccncc1	1	9	3
O=S(=O)(c1cccc(-c2cn3cc(Cl)ccc3n2)c1)N1CCOCC1	-9	-1	-5
Cc1cccc(S(=O)(=O)CC(=O)Nc2nc(-c3ccccc3)cs2)c1	5	1	1
CN(c1ccc(C(=O)Nc2ccccc2Sc2ccccc2)cc1)S(C)(=O)=O	4	2	-5
Cc1ccc(NC2=NCC(=O)N2C2CCCC2)c(C)c1	-6	-2	-2
O=C(c1ccccc1)N(Cc1ccc(F)cc1)C1CCS(=O)(=O)C1 (stereo not drawn)	1	1	2
CC(C(=O)Nc1sccc1C(N)=O)N1C(=O)C2CC=CCC2C1=O (stereo not drawn)	-7	1	11
COC(=O)Cc1cn(-c2ncc(C(F)(F)F)cc2Cl)c2ccccc12	2	-4	-2
CCc1ccc(N2CC(C(=O)NCc3ccc4c(c3)OCO4)CC2=O)cc1 (stereo not drawn)	-3	-7	17
O=C(CN(C(=O)CNS(=O)(=O)c1ccccc1)C1CCCC1)NCc1ccco1	-7	5	-2
CC1(C)N=C(N)N=C(N)N1c1ccc(F)cc1F	-6	0	3
C#CCOCCOCCOCCNc1nc(N2CCN(C(=O)[C@H](Cc3cc4ccccc4[nH]3)n3cc([C@@H](N)CC(C)C)nn3)CC2)nc(N2CCN(C(=O)[C@H](Cc3cc4ccccc4[nH]3)n3cc([C@@H](N)CC(C)C)nn3)CC2)n1	-5	-16	2
COc1ccc(OC)c(NC(=O)CCN2CCC(C)CC2)c1	-6	23	-2
COc1cc(C(=O)NCCc2ccc3c(c2)OCCO3)ccc1OCC(=O)N1CCOCC1	-3	-15	1
O=C(c1ccco1)N1CCN(C(=O)c2cnn3c(C(F)(F)F)cc(-c4cccs4)nc23)CC1	-3	2	4
CN1CCc2c(sc(NC(=O)c3ccc(S(=O)(=O)N4CCOCC4)cc3)c2C(N)=O)C1	-5	-2	-2
CN(C1CCCCC1)S(=O)(=O)c1ccc(NC(=O)C2CCCCC2C(=O)O)cc1 (stereo not drawn)	-1	24	4
Cn1c(SCc2cc(=O)[nH]c3ccccc23)nnc1-c1ccco1	1	-2	0
COC(=O)c1ccccc1NC(=O)CSc1n[nH]c(C)n1	-3	5	-2
C/C(=N\Nc1cccc(C(=O)O)c1)c1ccc2c(c1)Nc1ccccc1S2	1	9	-1
COc1ccccc1-n1cnc2cc(C(=O)NCc3ccco3)ccc21	6	10	-1
CCOc1cccc(C2C(C(=O)c3ccco3)=C(O)C(=O)N2Cc2ccncc2)c1 (stereo not drawn)	-4	3	-1
Cc1ccc(SCc2nc(-c3ccccn3)no2)cc1	-6	-1	0
COc1cc(CC(=O)Nc2sccc2C(N)=O)cc(OC)c1OC	6	-19	3
CCN(CC(=O)NC1CCCC1)S(=O)(=O)c1ccc(C)cc1	-4	-18	2
O=C(Nc1cccc(C(F)(F)F)c1)c1ccc2nc(-c3ccco3)c(-c3ccco3)nc2c1	-3	-4	-2
Cc1cc(NC(=O)C2C3C(=O)N(Cc4ccc(Cl)cc4)C(C(=O)NC(C)(C)C)C34C=CC2(C)O4)no1 (stereo not drawn)	0	9	-1
CS(=O)(=O)Nc1ccc(C(=O)NC2CC3CCC2C3)cc1 (stereo not drawn)	-3	-58	1

An excerpt from above in order of length of the SMILES, smallest number first.
SMILES	miR122 inh	PGC1a acetyl inh	Cneo AK release
CS(=O)(=O)Nc1ccc(C(=O)NC2CC3CCC2C3)cc1 (stereo not drawn)	-3	-58	1
CCc1ccc(N2CC(C(=O)NCc3ccc4c(c3)OCO4)CC2=O)cc1 (stereo not drawn)	-3	-7	17
CN(c1ccc(C(=O)Nc2ccccc2Sc2ccccc2)cc1)S(C)(=O)=O	4	2	-5

Next section.
SMILES	miR122 inh	PGC1a acetyl inh	Cneo AK release
O=C(CSCc1ccc(Cl)cc1)Nc1ccc2c(c1)OCCO2	-6	-3	0
COCCNC(=O)CCc1ccc(S(=O)(=O)Nc2ccc(C)cc2)cc1	1	3	2
COC(=O)c1[nH]c2ccc(C)cc2c1NC(=O)CN1CCN(Cc2ccccc2)CC1	26	-6	1
CC1(C)CC(=O)C2=C(C1)Nc1[nH]c(=S)[nH]c(=O)c1C2c1ccccc1 (stereo not drawn)	4	-4	-1
COC(=O)C1=C(C)N(C)C(C)=C(C(=O)OC)C1c1cccc(Br)c1	-1	-1	12
O=C(Nc1cccc(C(=O)N2CCOCC2)c1)c1ncn[nH]1	-2	-6	1
S=c1[nH]nc(-c2ccc(Br)cc2)n1Cc1ccco1	4	-2	-3
CC(C)(C)c1ccc(C(=O)NNC(=O)C(=O)N2CCCCC2)cc1	3	0	0
CC(C)c1ccc(CC(C)C2C3=C(CCCC3=O)OC3=C2C(=O)CCC3)cc1 (stereo not drawn)	9	1	-2
COc1ccc(-c2cc(C(F)(F)F)n3ncc(C(=O)NCC4CCCO4)c3n2)cc1OC (stereo not drawn)	5	-11	-1
CS(=O)(=O)N1CCN(C(=O)c2ccc(-c3ccccc3)cc2)CC1	2	1	-2
CCNCCNC(=O)c1c(O)c2cccc3c2n(c1=O)CCC3	-5	9	1
CC(=O)c1cccc(NC(=O)c2cc3nc(C)cc(C)n3n2)c1	-3	-2	-2
O=C(O)c1cnn2c(C(F)F)cc(C(F)F)nc12	0	-18	14
N#Cc1nc(-c2cccs2)oc1NCCN1CCOCC1	-3	-14	-7
NC(=O)C(CC(=O)O)NC(=O)[C@@H]1CCCNc2c(I)cc([N+](=O)[O-])cc2C(=O)N[C@@H](CO)C(=O)N[C@@H](Cc2ccc(O)cc2)C(=O)N1 (stereo partly drawn)	0	-6	3
Cc1onc(-c2ccccc2Cl)c1C(=O)NCCn1ccc2ccccc21	-3	-22	1
COCCCNc1nc2c(c(=O)[nH]c(=O)n2C)n1CC(O)COc1cccc(C)c1 (stereo not drawn)	1	4	-2
COc1ccc2cc(C)c3nnc(SCC(=O)Nc4nc(-c5ccccc5)cs4)n3c2c1	3	-10	2
Nc1nc2ccc(S(=O)(=O)c3ccc4nc(N)sc4c3)cc2s1	89	-5	0
C=C(Cl)COC(=O)C1C2C=CC(C2)C1C(=O)O (stereo not drawn)	4	3	0
CCCCCC(O)(CCCCC)C(=O)NNc1ccccc1	42	-29	5
COc1ccc(CCN2CC(C(=O)O)CC2=O)cc1 (stereo not drawn)	9	7	0
COc1cc(NS(=O)(=O)c2ccc(OC)c(C)c2C)c(OC)cc1Cl	272*	-24	3
Cc1cc(=O)oc2cc(OCCSCCN3CCOCC3)ccc12	-2	-11	0

Among those listed so far, these have bromine.
SMILES	miR122 inh	PGC1a acetyl inh	Cneo AK release
Cn1cc(Br)cc2nc(C(F)(F)F)nc1-2	1	-1	0
COC(=O)C1=C(C)N(C)C(C)=C(C(=O)OC)C1c1cccc(Br)c1	-1	-1	12
S=c1[nH]nc(-c2ccc(Br)cc2)n1Cc1ccco1	4	-2	-3

Next structures follow:
SMILES	miR122 inh	PGC1a acetyl inh	Cneo AK release
CCOC1(OCC)N=C(N)C2(C#N)C(c3cccc(OC)c3OC)C12C#N (stereo not drawn)	-3	-2	1
CC(=O)c1c(O)c(C)c(-c2ccccc2)n(-c2ccccc2)c1=O	-6	-1	-2
CSc1nc2c(c(=O)[nH]1)C(c1cccs1)C1=C(CCCC1=O)N2 (stereo not drawn)	6	-1	0
CC1(C)Cc2ccccc2-c2nnc(-c3ccc4ccccc4n3)n21	-1	7	1
CC1CCN(CCNC(=O)c2ccc3c(=O)n(Cc4ccc(Cl)cc4)c(=S)[nH]c3c2)CC1	-10	-12	0
COC(=O)C1=C(N)Oc2cc(C)n(Cc3cccnc3)c(=O)c2C1c1ccc(OC)c(OC)c1OC (stereo not drawn)	-1	14	-3
Cc1cc(C(=O)CSc2nnc(N)s2)c(C)n1-c1c(C)n(C)n(-c2ccccc2)c1=O	-6	2	2
Cc1ccc(NC(=O)C2C(c3ccccc3)C=CC(c3ccccc3)C2C(=O)O)cc1 (stereo not drawn)	0	-5	1
COc1ccc(S(=O)(=O)NCCN2CCOCC2)c2ccccc12	?	-5	-2
COc1cccc(OCCCCCN2CCOCC2)c1	-8	-11	1
CCn1c(-c2cccc(Cl)c2)n[nH]c1=S	-7	-2	0
CN(O)/C=c1/ccc2c(n1)C(=O)C=CC=2	-5	1	-3
CSc1ncc(Cl)c(C(=O)Nc2nnc(SC)s2)n1	1	8	-1
O=C(COc1ccc2oc(-c3ccccc3)cc(=O)c2c1)NCc1ccco1	-11	9	-1
CCC(=O)Nc1cccc(Br)c1	-5	9	-3
COC(=O)C1=C(C)N(CCC2=CCCCC2)C(=O)C1	-14	-2	-1
O=C(Nc1cccc2ccccc12)c1onc2c1CCCC2	0	0	-4
Oc1ccccc1-c1n[nH]c(=S)n1Cc1ccco1	1	7	5
COc1cccc(NC(=O)CSc2nnc(-c3cc(-c4ccccn4)nc4ccccc34)o2)c1	-5	0	-9
COc1ccc2c(=O)c(-c3nc(C)cs3)coc2c1	-2	3	-8
COCCNC(=O)C1CC(=O)N(CCc2ccccc2)C1 (stereo not drawn)	4	-33	-2
COCCNC(=O)CN(c1ccc(OC)c(OC)c1)S(=O)(=O)c1ccc(C)cc1	-9	6	-1
O=C(N/N=C/C1C(c2ccccc2)C1(Cl)Cl)c1cccc(Br)c1 (stereo not drawn)	-3	1	-2
CCCc1cc(=O)oc2c(C)c(OCC(=O)c3ccc(N4CCCC4)cc3)ccc12	-1	-22	1

Assay outcomes (PubChem BioAssay)
